LYP act = LYP (human) phosphatase activation; actives 0.11% (n = 96,000); recombinant LYP, DiFMUP fluorescence; 0 = plate median, 100 = signal doubled; Q9Y2R2; activation, % at 2 µM;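 active = activation at 2 µM above a set limit, the mean plus 5 SD, cut at about 37% in these data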
EphB4 antag = antagonists of human EphB4-ephrin-B2 interaction. P54760. EphB4 LBD / TNYL-RAW-Alexa532 peptide, fluorescence polarization. inhibition, % at 7 µM. actives 0.15% (n = 97,000);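 active = inhibition above the screen-wide mean inhibition plus 3 SD, cut at about 15% in these data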;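 note: 0% = DMSO wells and 100% = excess unlabeled TNYL-RAW peptide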
Target sequence (P54760 whole entry, looked up, the tested form may be a part): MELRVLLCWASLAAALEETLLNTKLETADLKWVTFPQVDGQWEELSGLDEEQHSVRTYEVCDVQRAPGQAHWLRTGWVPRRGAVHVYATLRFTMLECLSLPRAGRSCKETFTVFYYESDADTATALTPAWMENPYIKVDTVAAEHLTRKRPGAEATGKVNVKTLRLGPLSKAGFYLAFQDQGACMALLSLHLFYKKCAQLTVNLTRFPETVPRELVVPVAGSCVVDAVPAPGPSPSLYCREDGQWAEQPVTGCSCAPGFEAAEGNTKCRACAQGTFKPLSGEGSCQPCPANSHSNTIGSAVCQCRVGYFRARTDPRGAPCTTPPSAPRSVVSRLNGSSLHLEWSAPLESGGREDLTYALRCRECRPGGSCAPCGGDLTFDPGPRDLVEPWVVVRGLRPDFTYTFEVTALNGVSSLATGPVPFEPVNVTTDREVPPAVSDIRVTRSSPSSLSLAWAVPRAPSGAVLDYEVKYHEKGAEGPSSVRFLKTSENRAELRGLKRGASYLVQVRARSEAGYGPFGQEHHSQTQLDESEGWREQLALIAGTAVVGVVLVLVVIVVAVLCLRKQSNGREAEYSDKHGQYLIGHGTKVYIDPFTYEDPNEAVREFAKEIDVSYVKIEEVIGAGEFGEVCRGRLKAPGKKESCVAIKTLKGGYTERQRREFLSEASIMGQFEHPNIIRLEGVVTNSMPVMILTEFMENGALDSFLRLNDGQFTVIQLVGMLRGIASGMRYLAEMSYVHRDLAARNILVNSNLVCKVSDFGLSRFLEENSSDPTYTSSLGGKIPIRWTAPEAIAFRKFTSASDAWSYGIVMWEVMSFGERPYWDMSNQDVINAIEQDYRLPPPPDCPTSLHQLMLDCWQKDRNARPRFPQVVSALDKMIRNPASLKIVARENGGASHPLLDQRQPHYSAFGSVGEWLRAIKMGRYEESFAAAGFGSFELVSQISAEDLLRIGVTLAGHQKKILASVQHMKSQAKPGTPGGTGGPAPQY
PostGolgi ctrl = inhibits growth of the yeast control strain; efflux-deficient yeast background strain, growth absorbance A615, 16 h; inhibition, % at 10 µM; actives 5% (n = 98,000); AID 738
Rev-RRE block = HIV Rev-RRE protein-RNA interaction inhibition. P05866. Rev peptide-RRE RNA binding, FRET. inhibition, % at 8 µM. actives 0.79% (n = 97,000);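 active = inhibition above the screen-wide mean plus 3 SD, cut at about 35% in these data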;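 note: 0% = median DMSO wells and 100% = median Neomycin B control wells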
Target sequence (P05866 whole entry, looked up): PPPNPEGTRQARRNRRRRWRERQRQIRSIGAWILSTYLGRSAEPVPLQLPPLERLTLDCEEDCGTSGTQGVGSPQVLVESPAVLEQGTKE
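assay system = Cy5-tagged RRE RNA duplex with fluorescein-tagged Rev peptide | incubation = 5 + 15 min at 25 °C | also added = labelled Rev peptide | measure = % inhibition of FRET ratio versus controls | benchmarks = DMSO wells as 0% and neomycin B wells as 100% inhibition | measured by = FRET fluorescence readout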
S1P2 antag = S1P2 (human) receptor antagonism. O95136. cell-based S1P2 antagonist assay, inhibition at 5 uM. inhibition, % at 5 µM. actives 0.21% (n = 97,000); in the data active = inhibition above about 45%;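 note: CRE beta-lactamase reporter cells expressing human S1P2 stimulated with S1P; 0% = agonist at EC80 alone and 100% = agonist plus reference antagonist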
S1P2 agonist = S1P2 (human) receptor agonism; activation, % at 4.5 µM; S1P2-expressing cell line, agonist reporter read-out; actives 0.46% (n = 97,000); AID 729; in the data active = activation above about 16%;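 note: 0% = vehicle low control and 100% = maximal reference agonist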
FAK blocker = inhibitors of human focal adhesion kinase | Q05397 | biochemical FAK kinase activity assay | inhibition, %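 (tested at 7 µM)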 | actives 0.84% (n = 97,000); in the data active = inhibition above about 19%;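 note: 0% = DMSO and 100% = reference compound high control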
PTPN22 inh 2 = LYP (human) phosphatase inhibition. Q9Y2R2. recombinant LYP catalytic domain, DiFMUP fluorescence. inhibition, % at 2 µM. actives 0.21% (n = 96,000);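 active = inhibition at 2 µM at or above a set limit, the screen mean plus 3 SD, cut at about 24% in these data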;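 note: 0% = DMSO with enzyme and 100% = enzyme fully blocked by orthovanadate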
PostGolgi yeast = growth inhibition of a yeast mutant, post-Golgi transport screen | post-Golgi transport phenotypic cell assay | inhibition, % at 10 µM | actives 0.9% (n = 98,000) | AID 739;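 note: yeast cells grown in 1536-well plates; yeast grown about 18 h at 30C before absorbance read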
Starred values were filed as active, the others as inactive; / = not tested or not shown. Cut-off read from the data, not from the text of the source, unless noted: active = inhibition above about 30%; inactive = the rest.

The opening ten compounds (preview)
(1) COc1ccc(S(=O)(=O)N2CCCCC2)cc1
(2) COc1ccccc1NC(=O)CN(Cc1ccccc1)S(C)(=O)=O
(3) CCOc1ccc(-n2c(C)nc3cc(C(=O)NCCCN4CCOCC4)ccc32)cc1
(4) CCCCCOC(=O)C1[C@H]2C(=O)N(Cc3cccs3)C[C@]23C=C[C@H]1O3 (stereo partly drawn)
(5) COc1ccc(Nc2nc(N3CCCCC3)nc3ccccc23)c(OC)c1
(6) COc1cccc(C2C(C(=O)OC(C)C)=C(C)Nc3ncnn32)c1 (stereo not drawn)
(7) C=CCc1c(C)nc(C)nc1N/N=C/c1ccccc1O
(8) CN(C)S(=O)(=O)c1ccc(NC(=O)N2CCN(c3ccccc3Cl)CC2)cc1
(9) Cc1cc(NC(=O)CN2CC(C)OC(C)C2)n(-c2nc3ccccc3s2)n1 (stereo not drawn)
(10) CCCCCCCC(=O)NC(Nc1ccc(S(N)(=O)=O)cc1)C(Cl)(Cl)Cl (stereo not drawn)

assay / entry	1	2	3	4	5	6	7	8	9	10
LYP act	-3	-5	17	-3	4	11	-7	15	6	5
EphB4 antag	-3	-5	-3	-5	3	5	-11	0	-1	2
PostGolgi ctrl	14	/	19	29	24	25	-5	13	14	15
Rev-RRE block	0	1	7	1	16	7	41*	5	10	11
S1P2 antag	-8	-19	16	-1	16	-5	-27	8	-27	17
S1P2 agonist	-4	0	-6	-12	-6	-4	-4	-7	0	-5
FAK blocker	-4	-2	-1	-2	-1	0	-1	-5	-1	1
PTPN22 inh 2	0	5	-21	2	-2	-13	10	-11	-6	-1
PostGolgi yeast	0	/	0	-8	-4	-3	-2	-12	2	3

All compounds of this part (from the top)
(1) COc1ccc(S(=O)(=O)N2CCCCC2)cc1
(2) COc1ccccc1NC(=O)CN(Cc1ccccc1)S(C)(=O)=O
(3) CCOc1ccc(-n2c(C)nc3cc(C(=O)NCCCN4CCOCC4)ccc32)cc1
(4) CCCCCOC(=O)C1[C@H]2C(=O)N(Cc3cccs3)C[C@]23C=C[C@H]1O3 (stereo partly drawn)
(5) COc1ccc(Nc2nc(N3CCCCC3)nc3ccccc23)c(OC)c1
(6) COc1cccc(C2C(C(=O)OC(C)C)=C(C)Nc3ncnn32)c1 (stereo not drawn)
(7) C=CCc1c(C)nc(C)nc1N/N=C/c1ccccc1O
(8) CN(C)S(=O)(=O)c1ccc(NC(=O)N2CCN(c3ccccc3Cl)CC2)cc1
(9) Cc1cc(NC(=O)CN2CC(C)OC(C)C2)n(-c2nc3ccccc3s2)n1 (stereo not drawn)
(10) CCCCCCCC(=O)NC(Nc1ccc(S(N)(=O)=O)cc1)C(Cl)(Cl)Cl (stereo not drawn)

assay / entry	1	2	3	4	5	6	7	8	9	10
LYP act	-3	-5	17	-3	4	11	-7	15	6	5
EphB4 antag	-3	-5	-3	-5	3	5	-11	0	-1	2
PostGolgi ctrl	14	/	19	29	24	25	-5	13	14	15
Rev-RRE block	0	1	7	1	16	7	41*	5	10	11
S1P2 antag	-8	-19	16	-1	16	-5	-27	8	-27	17
S1P2 agonist	-4	0	-6	-12	-6	-4	-4	-7	0	-5
FAK blocker	-4	-2	-1	-2	-1	0	-1	-5	-1	1
PTPN22 inh 2	0	5	-21	2	-2	-13	10	-11	-6	-1
PostGolgi yeast	0	/	0	-8	-4	-3	-2	-12	2	3

(11) Cc1cc(N2CCN(Cc3ccccc3)CC2)n2nc(C)c(-c3ccccc3)c2n1
(12) Cn1c(C(C#N)C(=O)c2sc3ccccc3c2Cl)nc2ccccc21 (stereo not drawn)
(13) CNC(=O)C(=O)NCCc1ccc(Cl)cc1
(14) COc1cccc(N2CCN(C(=O)c3ccc(N4C(=O)NC5CC4(C)Oc4ccccc45)cc3)CC2)c1 (stereo not drawn)
(15) COc1ccc(-c2ccnc3nc(N4CCOCC4)nn23)cc1
(16) COc1cccc(NC(=O)CSc2nnc(COc3ccc4c(c3)CCCC4)o2)c1
(17) S=C(Nc1ccccn1)c1ccccn1
(18) CCOC(=O)C1=C(O)C(Nc2nc3ccccc3s2)(C(F)(F)F)N=C1C (stereo not drawn)
(19) C=CCNc1cnn(CC(C)=O)c(=O)c1Br
(20) c1ccc(CSc2nnc(SCc3ccccn3)s2)nc1

assay / entry	11	12	13	14	15	16	17	18	19	20
LYP act	1	-8	9	-2	-12	3	-6	-8	-3	-3
EphB4 antag	4	2	-5	8	6	-5	10	-4	-1	4
PostGolgi ctrl	9	79*	-6	2	0	/	14	-3	14	-4
Rev-RRE block	3	0	-1	4	3	13	4	5	2	2
S1P2 antag	0	-13	-1	18	-9	-1	27	20	-1	12
S1P2 agonist	-9	1	-9	-4	-9	0	-4	-2	-4	-7
FAK blocker	1	-3	-2	3	5	0	1	2	1	3
PTPN22 inh 2	-1	8	-6	1	15	-6	5	12	6	1
PostGolgi yeast	-4	4	-3	1	-5	/	4	-7	10	8

(21) O=C(Nc1ncc(Cc2ccccc2)s1)C1COc2ccccc2O1 (stereo not drawn)
(22) CCC(=O)c1c[nH]c(C(=O)NCC2CCCO2)c1 (stereo not drawn)
(23) N#Cc1c(Sc2ncc(C(F)(F)F)cc2Cl)nsc1C/C=N\OCc1c(F)cccc1Cl
(24) O=S1(=O)CC(O)C(Nc2ccc(Cl)cc2)C1 (stereo not drawn)
(25) CC(C)C(=O)Nc1ccc(C(=O)c2ccccc2)cc1
(26) Cc1onc(-c2c(Cl)cccc2Cl)c1C(=O)N1CCc2ccccc21
(27) Cn1c(=O)n(CCN2CCOCC2)c(=O)c2c1nc1n2CCN1c1ccccc1
(28) O=C1c2sc3nc4c(c(=O)n3c2C(=O)N1c1ccccc1)CCC4
(29) N#CCCn1cc(/C=N/NC(=O)c2ccncc2)c(-c2ccccc2)n1
(30) N#CN(CC(N)=O)c1nc(N2CCCCC2)nc(N2CCCCC2)n1

assay / entry	21	22	23	24	25	26	27	28	29	30
LYP act	0	5	-3	-4	-2	-3	-7	7	1	-4
EphB4 antag	7	-2	-5	6	5	1	-2	-1	-8	2
PostGolgi ctrl	7	-1	4	/	/	16	/	5	-3	21
Rev-RRE block	3	7	61*	11	2	11	3	5	-4	8
S1P2 antag	10	19	-23	0	-8	-3	9	11	-23	8
S1P2 agonist	-5	-4	-4	-7	-2	-2	-3	-5	-5	-4
FAK blocker	8	1	-1	1	1	1	-2	0	-6	6
PTPN22 inh 2	2	2	6	5	2	1	4	-9	4	1
PostGolgi yeast	-7	-6	-7	/	/	7	/	2	15	4

(31) CN(C)C(=O)Cn1c(SCC(=O)N2CCCc3ccccc32)nc2ccccc21
(32) O=C(c1cn(CC(=O)N2CCCCC2)c2ccccc12)C1CC1
(33) O=C1CN=C(Nc2ccc(Cl)cc2)N1c1ccccc1
(34) Cc1ccc(-c2nnc3c4ccccc4c(C)nn23)cc1NC(=O)c1ccco1
(35) Cc1nn(C)cc1CNC(=O)c1cccc(Cl)c1
(36) CN(C)S(=O)(=O)c1ccc(C(=O)NCc2cccs2)cc1
(37) O=C(CSC1=NCCS1)N1CCOCC1
(38) O=C(Nc1cccc(C(F)(F)F)c1)c1cnc2n(c1=O)CCS2
(39) COCCCNC(=O)c1oc2ccc(S(=O)(=O)N(C)C3CCCCC3)cc2c1C
(40) CCOC(=O)c1cccc(NC(=O)CN(c2ccc(C)cc2)S(=O)(=O)c2c(C)noc2C)c1

assay / entry	31	32	33	34	35	36	37	38	39	40
LYP act	-13	-6	7	10	5	-11	-18	4	2	-6
EphB4 antag	3	5	-4	4	3	6	0	-10	10	3
PostGolgi ctrl	-2	-1	0	/	8	4	-10	6	13	27
Rev-RRE block	2	-1	4	-2	0	7	11	1	3	9
S1P2 antag	15	2	0	-14	7	10	13	-20	8	41
S1P2 agonist	-6	-8	-8	0	-5	-4	-6	-7	-7	-14
FAK blocker	9	-3	-3	3	0	-5	1	-9	-3	5
PTPN22 inh 2	10	7	-4	-13	-6	13	20	-7	-2	6
PostGolgi yeast	8	-5	0	/	-2	-1	-3	1	-1	-8

(41) Cc1cccc(N2C(=O)CC(SC(=Nc3ccccc3)Nc3ccccc3)C2=O)c1 (stereo not drawn)
(42) O=C(O)C1CCN(C(=O)c2ccccc2C(=O)N2CCC(C(=O)O)CC2)CC1
(43) CNC(=O)c1ccccc1F
(44) O=C(c1ccco1)N1CCN(c2nc(C(F)(F)F)nc3c2nnn3Cc2ccccc2)CC1
(45) Cn1c(NCCCO)nc2ccccc21
(46) O=C(O)C1C2C=CC3(O2)C1C(=O)N1c2ccccc2C2OCCC2C13 (stereo not drawn)
(47) c1ccc(OCc2nn3c(-c4ccccn4)nnc3s2)cc1
(48) Cc1cc([N+](=O)[O-])ccc1NCc1ccccc1
(49) Cc1ccc(Cn2nnc3c(=O)n(CC(=O)N4CCN(c5ccccc5)CC4)cnc32)cc1
(50) CCOC(=O)C1(C)NC(c2cc(OC)c(OC)c(OC)c2)C2C(=O)N(CC)C(=O)C21 (stereo not drawn)

assay / entry	41	42	43	44	45	46	47	48	49	50
LYP act	2	2	8	-5	4	7	2	-6	0	-2
EphB4 antag	7	5	6	0	9	-5	1	5	-4	-9
PostGolgi ctrl	9	12	0	21	3	-13	9	11	1	8
Rev-RRE block	13	8	2	3	5	5	0	5	14	0
S1P2 antag	7	12	-22	-18	-7	0	12	-7	8	-3
S1P2 agonist	-5	-2	-3	0	-6	-3	-3	-10	-3	-14
FAK blocker	2	-2	-3	-7	-1	4	4	4	0	-6
PTPN22 inh 2	1	-2	-6	8	-6	-3	-5	8	-1	2
PostGolgi yeast	-23	3	-1	-6	24	2	3	-5	13	-7

(51) CCc1ccc(-c2cc(C(=O)Nc3ccc(S(=O)(=O)NC(C)=O)cc3)c3ccccc3n2)cc1
(52) O=C(CN1C(=O)c2ccccc2S1(=O)=O)NCCSc1ccccc1
(53) CCc1nnc(NC(=O)c2cccc(NC(=O)C(C)C)c2)s1
(54) C=C(Cl)COc1ccc2c(CCCC)cc(=O)oc2c1
(55) COc1cccc(Nc2nc(-c3sc(NC(=O)c4ccco4)nc3C)cs2)c1
(56) COCCn1c(SC(C)C(=O)Nc2ncc(Cl)cc2Cl)nc2ccccc21 (stereo not drawn)
(57) CCCn1c(SCc2nc(-c3cccs3)no2)nnc1-c1ccncc1
(58) Cc1ccc(Nc2nc(CSc3nnnn3C)cs2)cc1
(59) CCOc1ccc(-c2nnc3ccc(SCC(=O)NCc4ccco4)nn23)cc1
(60) Cc1nc(N(C)Cc2ccccc2)c2nnn(Cc3ccccc3)c2n1
(61) C=CCn1c(SCCOC)nc2c1c(=O)[nH]c(=O)n2C
(62) O=C(c1c(F)c(F)c(F)c(F)c1F)N1CCN(c2cccc(C(F)(F)F)c2)CC1
(63) Cc1[nH]nc2c1C1(C(=O)N(Cc3ccc(Cl)cc3)c3ccccc31)C(C#N)=C(N)O2 (stereo not drawn)

assay / entry	51	52	53	54	55	56	57	58	59	60	61	62	63
LYP act	4	2	8	12	0	-6	1	-10	-2	-7	2	0	-9
EphB4 antag	2	-3	-7	6	1	-1	-1	-1	6	-1	4	3	2
PostGolgi ctrl	-6	6	1	31*	12	14	1	12	-7	17	2	17	-9
Rev-RRE block	3	0	-1	12	0	10	7	1	4	14	7	13	12
S1P2 antag	-4	8	-20	-17	5	0	-2	9	14	-19	-12	-17	14
S1P2 agonist	-5	-9	-7	-2	-4	-6	-3	-3	-10	-4	-7	-3	-4
FAK blocker	-1	-9	-1	3	5	1	0	0	-5	2	-1	0	-3
PTPN22 inh 2	-1	-4	-4	-8	3	7	-2	12	2	5	-6	4	7
PostGolgi yeast	20	15	-9	-1	-8	1	-2	4	-6	-1	-3	9	-1

Compound activity: PubChem BioAssay, several laboratories

Compounds were not picked by outcome; 7% or so of the library scored in one or more.
